# Screening data as filed in PubChem BioAssay.
# bCat nuc transl = modulators of beta-catenin nuclear translocation, primary screen, imaging, HeLa cells, immunofluorescence, high-content. nuclear translocation activity, % at 5 µM. hit rate 0.3% among 190,000. AID 1665, 2009;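 active = nuclear translocation activity above 50% at 5 µM, with a well cell count of 50 or more; inconclusive = wells under 50 cells across six images, flagged as toxic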;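 also: per-cell ratio of nuclear to cytoplasmic median beta-catenin stain intensity; plate controls were DMSO negative control for no effect and GSK-3 inhibitor IX positive control for full effect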
#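 Assay system: human HeLa cells, native beta-catenin; doses: 5 µM primary, 0.02–20 µM confirmation; incubation: compound treatment 24 h, 37°C, 5% CO2; technique: fluorescence imaging of beta-catenin antibody stain plus DAPI; measure: % activation, nuclear-to-cytoplasmic median beta-catenin signal ratio per cell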
# NOD1 inhibition = NOD1 signaling inhibitors, primary screen, cell-based, luminescence, uHTS (AID 1578); NOD1-driven NF-kB luciferase reporter cells, luminescence; higher % means a stronger effect; inhibition, % at 4 µM; hits with a dose series show EC50 in µM; hit rate 1% among 290,000; in the data active = inhibition mostly above about 36%, no sharp cut-off; inactive = mostly below about 34%;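 also: HEK-293T reporter cells stimulated with the NOD1 agonist gamma-tri-DAP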
# Autophagy mod = autophagy modulators in MEF cells, primary screen, imaging, high-content, MEF GFP-LC3; AID 463193, 2010; MEF GFP-LC3 puncta imaging; test concentration mostly 10 µM; hit rate 0.98% among 190,000; calls only at 10 µM (by protocol);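 active = percentage of spot-positive cells more than 3 SD above its plate mean, without a fluorescence outlier flag or 80% toxicity; inconclusive = no clear call, values can overlap the other calls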;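 also: spot-positive cell cutoff set from DMSO-treated cells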
# Ins promoter up = insulin promoter activators in MIN6 cells, imaging, high-content screening, mouse beta cells. AID 1625, 2009. hit rate 0.3% among 190,000. z-score at 5 µM. MIN6 insulin promoter-GFP reporter; stronger effect = higher value;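 active = z-score above 3 at 5 µM with at least 500 cells counted in the well; inconclusive = wells under 500 cells, flagged as cytotoxic or low count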
# Dynein cargo inh = inhibitors of GR-EGFP nuclear translocation, primary screen, dynein cargo transport inhibitor project, imaging, high-content, 3617.4 mouse cells; test concentration mostly 20 µM; stimulated with dexamethasone, 1 µM; stronger effect = lower value; z-score, hits read low; hit rate 0.47% among 220,000; AID 1381, 2008;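 active = plate z-score of nuclear minus cytoplasmic receptor signal below a set negative limit, without overly bright fluorescence or cell loss, cut at about -3.5 in these data, passing the limit was not always enough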;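 also: z-score of nuclear minus cytoplasmic ring GR-EGFP intensity difference per well; some compounds called inactive have numbers as strong as hits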
#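 Also added: dexamethasone, 1.0 µM final. Medium: tet-free, stripped-serum medium. Detection: fixed, Hoechst-stained cells imaged at 10x for EGFP. Read-out: nuclear-to-cytoplasmic GR-EGFP distribution per well. Times: induction 48 h, compound 1 h, agonist 30 min.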
# Yfh1-off respiration = enhancers of respiration in Yfh1-depleted yeast, dose response, Friedreich's ataxia, plus single-dose screen (AID 1465). S. cerevisiae Yfh1-off respiration, WST-1 reduction, 72 h; higher fold induction means a stronger effect. fold induction at 50 µM, or EC50 in µM where a hit was titrated. hit rate 0.074% among 220,000;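 active = fold induction of absorbance versus untreated yeast above a set limit, then at least 30% activation at any dose in follow-up; inconclusive = repeats straddling the limit, or above it without dose testing; inactive = fold induction below the set limit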;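 also: activators that raise dye reduction in frataxin-depleted yeast; strong numbers were not always called active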
# NOD2 inhibition = NOD2 signaling inhibitors, cell-based, luminescence, uHTS, HEK293 (AID 1566). HEK293 NOD2/NF-kB luciferase reporter, luminescence; higher % means a stronger effect. one-dose inhibition, % at 4 µM; EC50 in µM for titrated hits. hit rate 0.63% among 290,000; in the data active = inhibition above about 50%; also: many of its hits are not listed in these tables
# MT stabilizer = microtubule stabilizers in HeLa cells, primary screen, imaging, high-content imaging; HeLa tubulin immunostaining HCS, 24 h; share of cells brighter than vehicle mean+2SD; % tubulin-high responders, % at 10 µM; hit rate 0.83% among 200,000; AID 2205, 2009;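 active = plate Z-score above 3 for both tubulin-high and condensed-nucleus cell shares, with cell loss under 80%, at 10 µM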;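 also: anti alpha tubulin signal scored within the nucleus-defined area of each cell; some results filed as inactive read as strong as hits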
# P. falciparum M17LAP = P. falciparum M17LAP inhibitors, primary screen, biochemical, fluorogenic H-Leu-NHMec substrate, 1536-well (AID 1619); Leucine aminopeptidase (Plasmodium falciparum (isolate 3D7)); recombinant M17LAP, H-Leu-NHMec fluorogenic kinetic assay; higher % means a stronger effect; inhibition, % at 30 µM; hits with a dose series show IC50 in µM; hit rate 0.38% among 220,000;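 active = compound inhibiting the enzyme by more than half at any dose during confirmatory dose-response retesting; inconclusive = strong single-dose inhibitors picked by rank but not retested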;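 also: plate controls were full reaction with DMSO carrier for no effect and no enzyme background for full effect; strong numbers were not always called active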
# Dynein cargo inh cytoplasmic EGFP = second read-out of Dynein cargo inh, no call of its own (marks repeat the call); z-score; measured here: cytoplasmic GR-EGFP intensity; stronger effect = higher value
# Dynein cargo inh nuclear GR-EGFP = further read-out of Dynein cargo inh, marked with its call; z-score; measured here: nuclear GR-EGFP intensity;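 lower value marks the stronger effect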
# Dynein cargo inh cell count = recorded beside Dynein cargo inh, whose call it bears; z-score; measured here: cell count per field
# Ins promoter up cell count = recorded beside Ins promoter up, whose call it bears; cell count; measured here: cytotoxicity, nuclei count;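 total cells summed across four imaged fields per well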
# bCat nuc transl cell count 5 µM = also measured in bCat nuc transl; calls as there; cell count; measured here: cell count, cytotoxicity flag
# MT stabilizer Hoechst-high % = also measured in MT stabilizer; calls as there; % Hoechst-high responders; measured here: nuclear condensation Hoechst responders;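 share of cells brighter than vehicle mean plus two SD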
# MT stabilizer cytotoxicity % = further read-out of MT stabilizer, marked with its call; toxicity, %; measured here: cytotoxicity by cell density;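 0% = mean cell density of plate MIN control wells and 100% = no cells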
# Autophagy mod cell loss 18 h = also measured in Autophagy mod; calls as there; toxicity, %; measured here: cell loss, nuclei count;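 cell loss after 18 h compound exposure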
# * hit, by the source's call; i = inactive; ? = inconclusive; / = not tested or not shown.
SMILES,bCat nuc transl,bCat nuc transl cell count 5 µM,NOD1 inhibition,Autophagy mod,Autophagy mod cell loss 18 h,Ins promoter up,Ins promoter up cell count,Dynein cargo inh,Dynein cargo inh cytoplasmic EGFP,Dynein cargo inh nuclear GR-EGFP,Dynein cargo inh cell count,Yfh1-off respiration,NOD2 inhibition,MT stabilizer,MT stabilizer Hoechst-high %,MT stabilizer cytotoxicity %,P. falciparum M17LAP
O=C(Oc1ccc2c(=O)c(Oc3ccc4ccccc4c3)coc2c1)c1ccco1,-5.8,1251,-32%,i,-4,/,/,-1,-0.14,-0.31,1.1,i,-10%,1.2,1.2,4.1,1%
CN(CCN1CCOCC1)Cc1nc(-c2ccc3c(c2)OCO3)no1,4.9,945,-4%,i,0,-0.1,1188,0.53,-0.11,0.84,-0.36,i,-6%,2.4,1.7,8.7,/
O=c1[nH]c(CN2CCN(S(=O)(=O)c3ccc4c(c3)OCCO4)CC2)nc2sc3c(c12)CCCC3,1.3,1282,-5%,i,-2,0.5,1524,-0.0094,-0.18,-0.14,0.36,i,10%,6.4,5.3,1.3,2%
Cc1cc([N+](=O)[O-])nn1CC(=O)NCc1nc2ccccc2[nH]1,-1.6,1036,-22%,i,-2,0.06,1160,1.2,-0.092,0.65,-1.4,/,16%,2.3,3.0,12,-23%
COc1ccccc1-c1nc(-c2ccc(C)nc2OC)no1,-0.5,1072,-36%,i,-3,1.9,1725,-0.16,-0.064,0.24,3,i,-68%,3.0,3.0,9.6,7%
Cc1cc(NC(=O)CSc2nnc(-c3ccccc3)c(-c3ccccc3)n2)no1,2.1,1524,-17%,i,32,/,/,-0.085,-0.16,-0.11,-1.1,i,-37%,22*,49*,54*,-6%
C[C@H]1CC[C@@]2(O[C@H](CCO)C[C@@H](O)[C@@H]2O)O1,-2.2,1069,-12%,i,-12,1.1,1412,0.42,-0.27,0.57,-0.78,i,11%,2.7,1.1,4.3,1%
O=C(O)/C=C/c1ccccc1Oc1ccc(Cl)cc1Cl,-1.9,1002,-28%,i,-13,0.98,1113,0.54,-0.22,0.29,0.36,i,6%,3.1,1.8,1.2,-2%
O=C(Nc1ccc(C(F)(F)F)cc1)C1(c2ccccc2)CC1,-2.4,1091,-25%,i,-14,0.91,1510,0.12,-0.23,0.25,-0.16,i,9%,3.4,2.5,4.5,3%
CCOC(=O)N1CCN(C(=O)c2ccc(NS(=O)(=O)c3ccc(F)cc3)cc2)CC1,-5.0,1023,-24%,i,-8,0.43,1331,0.061,-0.18,0.3,-0.51,i,-12%,2.8,2.1,8.9,-3%
CCCCN(C(=O)Cn1nnc2ccccc21)C(C(=O)NCCOC)c1cccs1 (stereo not given),-0.4,497,-13%,i,22,/,/,0.36,-0.27,0.072,0.38,i,15%,3.5,2.7,6.6,-24%
CC(=O)Nc1ccc(NC(=O)C2CCN(C(=O)c3cccs3)CC2)cc1,1.5,968,-5%,i,0,-0.02,1374,0.4,-0.32,0.76,-0.095,i,15%,2.0,1.1,4.1,-8%
O=S(=O)(N/N=C\C=C\c1ccccc1)c1ccc(Br)cc1,/,/,15%,i,-38,/,/,-0.5,-0.14,-0.35,0.41,i,13%,17,1.5,8.0,31%
O=C(CC12CC3CC(CC(C3)C1)C2)NCc1ccncc1,-14,1187,-14%,i,-4,/,/,-0.14,-0.17,-0.15,0.22,i,20%,2.2,1.3,11,-9%
Cc1cc(N2CCN(C(=O)c3ccco3)CC2)nc(-c2ccccc2)n1,-1.5,868,-2%,/,/,/,/,/,/,/,/,i,-3%,/,/,/,-4%
CC(=O)NC(CCS(C)(=O)=O)C(=O)N1CCc2ccccc21 (stereo not given),-0.5,1067,-23%,i,1,0.34,1278,1.2,-0.061,0.65,0.11,i,-5%,2.6,1.7,6.8,-1%
CCSc1nc(-c2ccc(OC)cc2)cc(-c2ccccc2)c1C#N,-1.3,1210,18%,i,-2,-0.85,825,-0.4,-0.13,-0.28,-0.19,i,14%,0.6,1.6,5.1,5%
O=C(CNC(=S)N(Cc1ccc(F)cc1)C1CCCCC1)NC1CC1,/,/,-4%,i,-8,/,/,0.25,0.2,0.39,-0.17,i,-16%,1.4,1.6,4.5,-1%
CCCCC1=NN2CCS(=O)(=O)N=C2S1,-3.1,1046,2%,i,10,/,/,-0.93,-0.34,0.28,0.26,i,4%,5.7,2.2,7.3,3%
CCCC(=O)NCCc1cc2c(C)ccc(C)c2[nH]c1=O,0.5,1069,-15%,/,/,/,/,-1.1,-0.25,-0.47,0.5,i,13%,2.2,2.2,6.3,5%
COc1cccc(N(C(=O)c2cnccn2)C(C(=O)NC2CCCCC2)c2ccc(Cl)cc2)c1 (stereo not given),4.2,1055,-28%,i,-5,-0.35,1847,-0.63,-0.061,-0.091,0.76,i,-1%,2.3,1.4,13,-3%
COC(=O)c1ccc(CSCC(=O)Nc2cc(OC)cc(OC)c2)o1,-4.2,1010,-1%,i,3,/,/,-0.076,-0.19,0.13,-0.072,i,11%,2.2,2.5,8.9,-4%
O=C(N/N=C/c1ccc2c(c1)OCO2)c1cccs1,/,/,-79%,i,2,-0.16,1342,-0.45,-0.3,-0.16,-0.24,i,-80%,1.6,4.2,1.8,14%
CCN(C(=O)CSc1nnnn1-c1ccccc1)C1CCS(=O)(=O)C1 (stereo not given),-2.1,1085,22%,i,-4,0.83,1326,-0.7,-0.14,-0.51,-0.16,i,13%,2.1,3.1,2.2,1%
Cc1onc(-c2c(Cl)cccc2Cl)c1C(N)=S,1.4,1078,24%,i,-3,0.31,1108,-0.22,-0.26,0.24,-1,i,-8%,2.4,3.2,6.4,-5%
N/C(=N\OC(=O)C(c1ccccc1)c1ccccc1)c1ccncc1,-0.4,1253,-9%,/,/,-1,1026,0.32,-0.23,0.59,0.42,i,-24%,/,/,/,4%
O=C(OCC(=O)N1CCN(c2ccccc2)CC1)c1cnc(Cl)c(Cl)c1,-1.5,1201,-5%,i,14,-0.59,1131,-0.87,-0.23,-0.38,-0.074,i,-6%,2.4,3.2,9.0,-6%
CCOc1ccc(-n2c(=S)sc3c(=O)[nH]c(SCC(=O)NCc4ccco4)nc32)cc1,1.6,1329,-6%,i,-3,0.75,1438,-0.54,-0.41,-0.059,0.56,i,12%,3.5,2.5,2.8,?
CC(C)NC(=S)N1CCn2c(nc3ccccc32)C1,-1.9,916,-33%,i,-4,/,/,0.91,-0.15,0.16,-1.5,i,11%,4.7,1.7,3.3,15%
O=C1OCCN/C1=C\C(=O)c1ccc(Cl)cc1,-1.7,1175,0%,/,/,0.08,1450,-0.099,-0.3,-0.46,0.9,i,-15%,/,/,/,5%
COc1cccc(OC)c1C(=O)NC(=S)Nc1ccc2oc(=O)ccc2c1,-2.5,1044,-28%,i,-5,/,/,-0.14,-0.095,-0.12,-0.56,i,-12%,3.5,2.3,4.2,2%
COc1ccc(-n2c(CN3CCN(Cc4ccccc4)CC3)nc3ccc([N+](=O)[O-])cc3c2=O)c(OC)c1,-2.4,1079,19%,i,4,0.51,1214,-1.8,0.27,-0.35,0.51,i,-18%,5.6,3.3,8.3,1%
Cn1c(-c2ccc(Cl)cc2)ccc(C#N)c1=O,13,661,17%,i,2,-0.79,1632,0.034,-0.25,0.24,-0.56,i,7%,3.6,1.4,7.2,-10%
Cc1ccc(SCCNC(=O)/C=C/c2cccc([N+](=O)[O-])c2)cc1,0.1,927,-25%,i,12,0.04,1220,0.18,-0.27,0.23,0.58,i,8%,3.0,2.8,4.8,-1%
COc1ccc(S(=O)(=O)N2CCC(C(=O)NCCC3=CCCCC3)CC2)cc1C,/,/,-16%,i,5,/,/,0.15,-0.24,0.2,-0.56,i,-3%,2.4,2.6,9.2,-4%
C=CCSC1=N/C(=C\c2sccc2C)C(=O)S1,-2.0,1467,-8%,i,5,0.66,1648,-0.77,-0.21,-0.42,0.37,i,0%,1.0,2.1,8.0,72%
CCCNc1nc2c(c(=O)n(C)c(=O)n2C)n1Cc1cccc(C)c1,-3.9,888,16%,i,17,?,/,-0.6,-0.16,-0.037,0.23,i,30%,2.6,1.8,8.5,3%
O=C(CCCCn1c(=O)c2ccccc2n(Cc2ccccc2)c1=O)NC1CCN(Cc2ccccc2)CC1,-0.9,1076,-27%,i,-3,0.38,1163,0.75,0.56,0.27,-0.93,i,-2%,2.9,2.9,3.9,2%
COc1ccc(N2C(=O)C3CCCN3C2c2ccccc2)cc1 (stereo not given),/,/,-10%,i,3,-0.62,974,-0.5,-0.16,-0.23,-0.051,i,14%,9.4,1.7,6.0,5%
O=C(Nc1ccccn1)c1ccc2c(c1)OCO2,-0.7,1096,-48%,i,33,0.25,1183,0.25,-0.17,0.21,0.21,i,-38%,3.6,3.0,8.8,3%

# The list is partial. The share of hits here may be higher or lower than overall.
